Source: PubChem
KCNQ1 pot = human KCNQ1 channel potentiation or activation; P51787; CHO-K1 KCNQ1, thallium flux FluxOR fluorescence; stronger effect = higher value; B-score at 10 µM; 310,000 tested, 0.35% active; AID 2648;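 active means fluorescence ratio B-score, a plate-corrected score, at least three library SD, with initial intensity B-score within 5 SD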
Target sequence (P51787 whole entry, looked up): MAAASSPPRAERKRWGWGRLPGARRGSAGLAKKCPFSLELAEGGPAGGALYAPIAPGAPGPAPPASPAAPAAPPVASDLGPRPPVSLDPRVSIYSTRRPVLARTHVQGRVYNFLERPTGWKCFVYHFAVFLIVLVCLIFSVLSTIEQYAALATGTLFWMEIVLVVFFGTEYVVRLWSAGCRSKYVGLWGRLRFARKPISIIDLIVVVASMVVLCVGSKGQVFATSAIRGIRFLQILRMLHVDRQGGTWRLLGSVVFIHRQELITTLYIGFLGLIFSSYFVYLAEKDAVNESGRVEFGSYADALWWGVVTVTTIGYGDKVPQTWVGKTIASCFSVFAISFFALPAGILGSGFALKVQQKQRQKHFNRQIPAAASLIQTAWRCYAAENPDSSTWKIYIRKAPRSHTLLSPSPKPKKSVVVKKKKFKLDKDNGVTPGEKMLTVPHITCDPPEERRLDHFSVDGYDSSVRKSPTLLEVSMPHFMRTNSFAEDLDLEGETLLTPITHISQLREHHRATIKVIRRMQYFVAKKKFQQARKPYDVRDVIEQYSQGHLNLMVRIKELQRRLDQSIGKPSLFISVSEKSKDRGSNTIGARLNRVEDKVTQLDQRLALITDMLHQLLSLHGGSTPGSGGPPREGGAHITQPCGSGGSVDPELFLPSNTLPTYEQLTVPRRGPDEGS
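System: CHO-K1 cells stably expressing KCNQ1 / Medium: assay buffer for compound exposure, DMSO matched across wells / Reagent: thallium- and potassium-containing depolarizing buffer / Compound: one concentration, matched DMSO / Incubation: 20 min compound pretreatment at room temperature / Measured by: kinetic FluxOR fluorescence, 10 s baseline plus 110 s post-stimulus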
KCNQ1 block = blocks the human KCNQ1 potassium channel. 310,000 tested, 1.3% active. CHO-K1 KCNQ1, FluxOR thallium flux fluorescence; stronger effect = higher value. P51787. B-score at 10 µM;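 active means compounds whose thallium flux B-score, printed positive for inhibition, exceeds three library SD while starting fluorescence stays within three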;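 further: channel opened by potassium depolarization with thallium stimulus after 20 min compound exposure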
TRPC4 act = TRPC4 (mouse) channel activation | B-score at 10 µM | HEK293 TRPC4beta/mu-opioid, Fluo4 calcium fluorescence; stronger effect = higher value | Q9QUQ5 | 310,000 tested, 0.49% active;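 active means B-score above 5 SD of library B-scores, and initial fluorescence ratio not above library mean plus 5 SD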;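 further: positive B-score marks a calcium rise read as TRPC4 activation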
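Technique: kinetic Fluo4 calcium fluorescence; Test system: TRPC4beta and mu-opioid receptor HEK293 stable cells; Measure: B-scored integrated calcium fluorescence ratio; Benchmarks: low control buffer alone, high control maximal DAMGO; Schedule: 45 min room-temperature Fluo4 loading, 110 s read.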
Platelet DG rel = modulates dense granule release in human platelets | human platelet-rich plasma, SFLLRN dense granule ATP release, luminescence | inhibition, %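 (compounds screened at 7.5 µM in platelet-rich plasma)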 | AID 1663 | 300,000 tested, 0.22% active;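 active means mean replicate score, as percent of positive control, at or above 50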
Dyrk1A ADPGlo = inhibitors of rat Dyrk1A kinase; ADP-Glo luminescence, NFATc1 peptide; inhibition, % at 12.5 µM; 310,000 tested, 0.43% active; AID 504441; in the data active means inhibition above about 50%;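 further: plate controls were vehicle with enzyme for no effect and no enzyme for full effect; many of its hits are not listed in these tables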
TRPC4 potent = allosterically enhances the mouse TRPC4 cation channel. Q9QUQ5. HEK293 TRPC4beta/mu-opioid, DAMGO EC20, Fluo-4 Ca2+ flux; stronger effect = higher value. B-score at 10 µM. 310,000 tested, 0.42% active. AID 2227;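 active means B-score of calcium response area above 5 SD of library B-scores, with initial fluorescence ratio within 5 SD of library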;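 further: B-score of integrated fluorescence ratio over time as area under calcium response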
TRPC4 inh = blocks the mouse TRPC4 cation channel; Q9QUQ5; 300,000 tested, 0.39% active; B-score at 10 µM; HEK293 TRPC4beta/mu-opioid, DAMGO-evoked Fluo4 calcium flux; stronger effect = lower value;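 active means B-score over 3 SD under the library average, no early fluorescence shift, positive overall ratio signal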
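Material: HEK293 cells with stable TRPC4beta plus mu-opioid receptor expression / Probe or stimulus: DAMGO in two steps, submaximal then maximal / Compound: single concentration per test compound / Technique: kinetic Fluo4 fluorescence imaging of calcium influx / Read-out: per-well B score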
KCNK9 inh = inhibitors of human KCNK9 two-pore domain potassium channel; Q9NPC2; HEK293 KCNK9, FluxOR thallium flux fluorescence; stronger effect = lower value; B-score at 10 µM; 310,000 tested, 1.2% active; AID 488922;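 active means ratio B-score over 3 SD below the library mean, with starting fluorescence within 5 SD of its mean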;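 further: negative B-score means less thallium flux so channel inhibition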
Target sequence (Q9NPC2 whole entry, looked up, the tested form may be a part): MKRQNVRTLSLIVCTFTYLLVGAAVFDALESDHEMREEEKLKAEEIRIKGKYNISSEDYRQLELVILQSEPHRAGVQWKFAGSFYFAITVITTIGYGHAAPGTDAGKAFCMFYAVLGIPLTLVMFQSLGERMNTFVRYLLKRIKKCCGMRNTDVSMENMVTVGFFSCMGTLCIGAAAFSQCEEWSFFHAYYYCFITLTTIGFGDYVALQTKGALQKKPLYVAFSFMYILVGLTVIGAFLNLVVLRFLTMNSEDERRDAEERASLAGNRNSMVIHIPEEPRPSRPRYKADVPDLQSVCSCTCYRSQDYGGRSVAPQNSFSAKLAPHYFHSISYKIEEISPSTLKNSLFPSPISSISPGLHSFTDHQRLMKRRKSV
hERG rescue = hERG (human) protection from proarrhythmic block; Q12809; CHO-hERG, FluxOR thallium flux, dofetilide IC70 present; AID 1511; activation (rescue from dofetilide block), less the hit threshold, % at 10 µM; 310,000 tested, 0.51% active;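 active means activation above the mean of controls blocked by dofetilide plus 5 SD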;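 further: thallium influx through hERG after potassium depolarization seen as dye fluorescence rise; in these data hits start at about 4.7%; inactives centre near -7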
KCNK3 inh = human KCNK3 channel inhibition, primary screen; O14649; B-score at 10 µM; 340,000 tested, 0.84% active; CHO-KCNK3 thallium flux, FluxOR fluorescence; stronger effect = lower value;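 active means B-score under library mean minus 4 SD, starting fluorescence ratio at most library mean plus 5 SD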;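 further: more negative B-score means stronger inhibition of thallium flux through KCNK3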
PolyA inh = yeast polyadenylation inhibition | S. cerevisiae SKY197-pL101 polyadenylation reporter, beta-gal luminescence; efflux-impaired pdr1/pdr3 knockout yeast; score 100 = 6 SD above DMSO | calls only at 12 µM | 300,000 tested, 0.02% active | AID 1875;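 active means lowest replicate activity score at least 50, where 100 means six control SD above control mean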;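 further: yeast exposed to compound for 9 h at 30 °C; higher score means more reporter readthrough which indicates perturbed polyadenylation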
* hit, by the source's call; i = inactive; . = no result given. This is a subset (hit frequency here may not be typical).

SMILES	KCNQ1 pot	KCNQ1 block	TRPC4 act	Platelet DG rel	Dyrk1A ADPGlo	TRPC4 potent	TRPC4 inh	KCNK9 inh	hERG rescue	KCNK3 inh	PolyA inh
O=C(O)c1ccc(CP(=O)(c2ccccc2)c2ccccc2)cc1	i	i	i	-3.8	.	i	i	i	-6.8	i	i
CN1CCN(C(=S)NC(=O)/C=C/c2cccc3ccccc23)CC1	i	i	i	0.3	5.9	i	i	i	-10.8	i	i
Cc1ccc(OC(C)C(=O)Nc2ccccc2C(=O)NCc2cccnc2)cc1C (stereo unspecified)	i	6*	i	-1.9	-3.6	i	i	i	-24.1	i	i
O=S(=O)(Nc1ncccn1)c1ccc(NC(=S)N2CCN(c3cccc(C(F)(F)F)c3)CC2)cc1	i	i	i	-4.8	.	i	i	i	-6.9	i	i
C1CCN(c2nc3nonc3nc2N2CCCCC2)CC1	i	i	i	-9.0	-2.4	i	i	i	-10.8	i	.
CCOC(=O)NC(=O)COC(=O)Cc1cc(OC)c(OC)c(OC)c1	i	i	i	.	0.1	i	i	i	-5.8	i	i
Cc1cc(NCc2ccccc2)c2ccccc2n1	i	i	i	0.3	.	i	i	i	-11.7	i	i
Cc1cc(N(CN2CCCC2=O)C(=O)c2ccc(F)cc2)no1	i	i	i	-2.7	.	i	i	i	-13.5	i	i
Cc1ccc(C)c(S(=O)(=O)N2CCN(C(=O)Nc3ccccc3)CC2)c1	i	i	i	-4.5	4.6	i	i	i	-12.9	i	i
COc1cc(OC)cc(C(=O)N2CCN(C(=O)c3ccc(-c4ccccc4)cc3)CC2)c1	i	i	i	2.3	-2.9	i	i	i	-3.6	i	i
O=C(O)Cn1nc2c3c(cccc3c1=O)-c1ccccc1-2	i	i	i	-5.5	0.0	i	i	i	-4.1	i	i
CCOC(=O)C1CCN(C(c2cccnc2)c2c(NC(=O)c3ccco3)sc(C)c2C)CC1 (stereo unspecified)	i	i	i	-0.3	0.8	i	i	-18.6*	-17.4	-10.7*	i
Cc1ccccc1NC(=O)CN1C(=O)CSc2ccccc21	i	i	i	-2.0	-2.8	i	i	i	-10.2	i	i
CCOC(=O)C1C(=O)OC(C)(C)C1C(C)C(=O)c1ccc(C)cc1C (stereo unspecified)	i	i	i	-2.0	2.6	i	i	i	-5.0	i	i
Cc1cc(=O)oc2c(C)c(OCC(=O)N3CCN(c4ccc(F)cc4)CC3)ccc12	i	i	i	2.0	-5.7	i	i	i	-7.5	i	i
Cc1cc(C)cc(C(=O)N(NC(=O)Nc2ccc(Cl)cc2)C(C)(C)C)c1	i	i	i	-8.9	-0.9	i	i	i	-5.9	i	i
COc1ccc(S(=O)(=O)NCc2ccc3c(c2)OCO3)cc1C	i	i	i	2.0	.	i	i	i	-8.0	i	i
O=C(O)c1ccc(NS(=O)(=O)c2ccc3c(c2)C(=O)c2ccccc2C3=O)cc1	i	i	i	0.3	2.0	i	i	i	-2.5	i	i
CC(C)=CC(=O)Nc1nnc(C(C)C)s1	i	i	i	1.6	2.7	i	i	i	-4.5	i	i
CC(=O)Nc1cccc(NC(=O)C2CCN(C(=O)c3ccco3)CC2)c1	i	i	i	0.1	-0.9	i	i	i	-3.6	i	i
Nc1ccccc1S(=O)(=O)NC1=NCCCCC1	i	i	i	-5.8	11.5	i	i	i	-8.5	i	i
CCN(CC#CCC(O)(c1ccccc1)c1ccccc1)C(C)C	i	i	i	26.3	-4.3	i	i	i	-11.2	i	i
Cc1c(-c2ccco2)[n+](=O)c2c(n1[O-])CCCCC2	i	i	i	-2.6	5.5	i	i	i	-10.0	i	i
CCC(=O)NC(Nc1nc(C)cs1)(C(=O)OC)C(F)(F)F (stereo unspecified)	i	i	i	5.6	-2.0	i	i	i	-3.4	i	i
O=C1NC(c2ccccc2)=NC1(Nc1ccccn1)C(F)(F)F (stereo unspecified)	i	i	i	2.3	-5.2	i	i	i	-3.1	i	i
CCN(Cc1ccccc1)S(=O)(=O)c1ccc(C(=O)N(CCCN(C)C)c2nc3cc(C)cc(C)c3s2)cc1	i	i	i	4.3	.	i	i	i	-26.1	i	i
CCC/C(O)=C1\C(=O)CC(c2ccccc2)CC1=NC(C)C(=O)O (stereo unspecified)	i	i	i	0.4	8.3	i	i	i	-6.5	i	i
N#C/C(=C(O)\C=C\c1ccccc1)c1nc2ccccc2[nH]1	i	i	i	3.6	.	i	i	i	-3.6	i	i
CCOC(=O)Cc1csc(NC(=O)CCc2ccccc2)n1	i	i	i	-3.8	-2.0	i	i	i	-4.5	i	i
CC1(C)COCN1C(=O)c1ccc(C#N)cc1	i	i	i	6.1	2.9	i	i	i	-4.5	i	i
Cc1ccc(C(=O)NCCN2CCOCC2)c(Cl)c1	i	i	i	0.2	5.9	i	i	i	0.8	i	i
CCCCc1nnc(SC(C)C(=O)Nc2nccs2)n1C (stereo unspecified)	i	i	i	1.2	0.1	i	i	i	-8.2	i	i
COc1ccc(CCNC(=O)C2CCN(S(=O)(=O)c3ccc(SC)cc3)CC2)cc1	i	i	i	0.6	-2.2	i	i	i	-2.7	i	i
COc1cc(/C=C2/NC(=O)N(CC(=O)Nc3ccc(C)cc3)C2=O)ccc1Oc1ccc([N+](=O)[O-])cn1	i	i	i	2.9	1.9	i	i	i	-12.9	i	i
Cc1cc2nc(=O)c(/C=C3\C=Nc4ccccc43)c(N)n2o1	i	i	i	1.5	.	i	i	i	-1.3	i	i
CCCCC(=O)Nc1cc(OCC)c(NC(=S)NC)cc1OCC	i	i	i	0.4	-2.7	i	i	i	-4.6	i	i
C/C(CC(=O)Nc1ccc(N(C)C)cc1)=N\NC(=O)c1ccc(C(C)(C)C)cc1	i	i	i	-8.1	.	i	i	i	-3.1	i	i
O=C(NCc1ccccc1)c1cccc(F)c1F	i	i	i	5.0	2.2	i	i	i	-3.3	i	i
COc1ccccc1NC(=O)CCNC(=O)Cn1ccc2ccccc2c1=O	i	i	i	-9.0	-4.7	i	i	i	-13.7	i	i
Cc1ccccc1-c1nn(-c2ccc(F)cc2F)cc1CNCC(C)O (stereo unspecified)	i	i	i	-1.7	6.1	i	i	i	-6.6	i	i

As entered above:
In Dyrk1A ADPGlo, `CCCCC(=O)Nc1cc(OCC)c(NC(=S)NC)cc1OCC` is entered as -2.7
In hERG rescue, `Cc1cc2nc(=O)c(/C=C3\C=Nc4ccccc43)c(N)n2o1` is entered as -1.3

Next section
SMILES	KCNQ1 pot	KCNQ1 block	TRPC4 act	Platelet DG rel	Dyrk1A ADPGlo	TRPC4 potent	TRPC4 inh	KCNK9 inh	hERG rescue	KCNK3 inh	PolyA inh
O=C(CCC(=O)N1CCN(Cc2ccc(F)cc2)CC1)Nc1nnc(C(F)(F)F)s1	i	i	i	-5.7	-7.1	i	i	i	-8.1	i	i
CC1(C(=O)N2CCC(CO)(Cc3cccc(C(F)(F)F)c3)CC2)CC1	i	i	i	2.9	5.5	i	i	i	-0.6	i	i
Cc1cc(N(CN2CCCC2=O)C(=O)c2ccccc2)no1	i	i	i	3.0	-2.6	i	i	i	-14.7	i	i
FC(F)(F)c1cnc(Oc2ccccc2-c2nnco2)c(Cl)c1	i	i	i	-2.1	5.5	i	i	i	-6.5	i	i
COc1cc([N+](=O)[O-])ccc1N=Nc1c(N)[nH]n(-c2ccccc2)c1=O	i	i	i	1.4	-0.4	i	i	i	-6.1	i	i
CCCS(=O)(=O)N1CCC(C(=O)NCCC(C)C)CC1	i	i	i	-1.4	-4.3	i	i	i	-4.0	i	i
O=C(COC(=O)c1ccc(O)cc1)Nc1ccc(N2CCCCC2)cc1	i	i	i	-4.5	-2.1	i	i	i	-5.2	i	i
NS(=O)(=O)c1ccc(CCNC(=O)C2COc3ccccc3O2)cc1 (stereo unspecified)	i	i	i	4.2	-0.6	i	i	i	-3.7	i	i
COc1ccc(C(c2nnnn2Cc2ccc(F)cc2)N2CCN(c3ccc(OC)cc3)CC2)cc1 (stereo unspecified)	i	i	i	-20.8	-2.2	i	i	i	-5.3	i	i
Cc1cccc(NC(=O)Nc2c(C)n(C)n(-c3ccccc3)c2=O)c1C	i	i	i	36.5	1.6	i	i	i	-8.9	i	i
CCOc1ccc(N/C=C\C(=O)c2ccc3c(c2)OCO3)cc1	i	i	i	-0.9	.	i	i	i	0.6	i	i
COc1ccc(NC(=O)c2cccnc2Sc2ccccc2)c(OC)c1	i	i	i	2.9	-2.2	i	i	i	-6.3	i	i
O=C(CSc1nnc(NCc2ccccc2)s1)N1CCOCC1	i	i	i	-1.8	-3.7	i	i	i	-5.1	i	i
CCN(C(=O)COC(=O)c1cc(-c2ccccc2)nc2ccc(Br)cc12)C1CCS(=O)(=O)C1 (stereo unspecified)	i	i	i	-2.6	.	i	i	i	-4.5	i	i
Cc1ccc(NC(=O)CNC2CCCCC2)cc1Cl	i	i	i	-3.5	3.1	i	i	i	-9.3	i	i
COc1ccc(-c2cc(C(F)(F)F)nc(-n3ccnc3)n2)cc1	i	i	i	-2.0	-4.6	i	i	i	-10.2	i	i
O=C(Nc1ccc(Cl)c(Cl)c1)N(Cc1cccnc1)Cc1ccco1	i	i	i	-4.9	5.1	i	i	i	-18.1	i	i
CN1CCN(C(=O)CN(CCc2ccccc2)S(C)(=O)=O)CC1	i	i	i	-5.9	.	i	i	i	-3.5	i	i
CC(C)CN(C(=O)CSc1nnc2ccccn12)c1c(N)n(CC(C)C)c(=O)[nH]c1=O	i	i	i	-1.1	0.7	i	i	i	-13.0	i	i
COc1ccc(NC(=O)C2CCCN(S(=O)(=O)c3cccc4cccnc34)C2)c(OC)c1 (stereo unspecified)	i	i	i	5.6	3.6	i	i	i	-17.1	i	.
COc1ccc(Cn2c3ccc(OC)cc3c3nc4ccccc4nc32)cc1	i	i	i	-0.6	0.9	i	i	i	-5.1	i	i
